ROS inducer: raises reactive oxygen species in U2OS cancer cells; U2OS ROS induction, H2DCF-DA fluorescence; ROS induction (% of piperlongumine), % at 10 µM; 46,000 tested, 2% active; in the data active means ROS induction above about 79%, passing the limit was not always enough;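 further: 0% = DMSO vehicle median and 100% = reference compound median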
Starred values were filed as active, the others as inactive; & = joins results of further samples. Only part of the results is shown (hit frequency here may not be typical).

What do the screens show for `CS(=O)(=O)N(CC(=O)Nc1cccc([N+](=O)[O-])c1)c1cccc(F)c1`?
ROS inducer: 2

What do the screens show for `C[C@H]1CN([C@@H](C)CO)C(=O)Cc2cc(NS(C)(=O)=O)ccc2O[C@H]1CN(C)Cc1ccc(Cl)c(Cl)c1`?
ROS inducer: 2

Results for CC(C)(C)C(=O)Nc1ccccc1C(=O)N1CCN(Cc2ccccc2)CC1 ?
ROS inducer: 13

What do the screens show for `C[C@H](CO)N1C[C@H](C)[C@@H](CN(C)Cc2ccc3c(c2)OCCN3C)OCc2cn(nn2)CCCC1=O`?
ROS inducer: -7

Results for COc1cccc(CNC(=O)CCn2nc(-c3ccccc3)ccc2=O)c1 ?
ROS inducer: -6

Results for COc1ccc(-c2cnc3c(c2)C(=O)N([C@H](C)CO)C[C@H](C)[C@H](CN(C)C)O3)cc1 ?
ROS inducer: 7

How did CC(C)=CCCC1(C)C=Cc2c(ccc3c2[nH]c2cc(O)c(C)cc23)O1 (stereo unspecified) do in these assays?
ROS inducer: -15

How did Cc1ncsc1CCSc1nc2ccccc2c(=O)n1C do in these assays?
ROS inducer: 22

How did COc1ccc(S(=O)(=O)N2CCN(c3nc4ccccc4nc3-n3nc(C)cc3C)CC2)cc1 do in these assays?
ROS inducer: -10

How did O=C(NCCc1ccccc1)Nc1ccc2c(c1)N(Cc1ccccc1)C(=O)c1ccccc1S2 do in these assays?
ROS inducer: -3

What do the screens show for `C[C@@H]1CN([C@@H](C)CO)C(=O)c2cc(NC(=O)CCCCCC(=O)Nc3ccccc3N)ccc2O[C@H]1CN(C)Cc1ccc(C(F)(F)F)cc1`?
ROS inducer: 13

How did COc1ccc(/C=N/NC(=O)c2ccccn2)c(OC)c1 do in these assays?
ROS inducer: -8

Results for C[C@H](CO)N1C[C@H](C)[C@H](CN(C)CC2CC2)Oc2ccc(NC(=O)Cc3cn(C)c4ccccc34)cc2C1=O ?
ROS inducer: 14

Results for C[C@@H]1CN([C@H](C)CO)C(=O)Cc2cc(NS(=O)(=O)c3ccccc3)ccc2O[C@@H]1CN(C)CC1CCCCC1 ?
ROS inducer: 11

What do the screens show for `C[C@H](CO)N1C[C@H](C)[C@H](CN(C)S(C)(=O)=O)Oc2ccc(NC(=O)CCC(F)(F)F)cc2CC1=O`?
ROS inducer: 3

How did Cc1ccc(Cl)cc1NC(=O)CC1NCCNC1=O (stereo unspecified) do in these assays?
ROS inducer: -8

What do the screens show for `C[C@@H]1CN([C@@H](C)CO)C(=O)CCCn2nncc2CO[C@@H]1CN(C)Cc1cccc(O)c1`?
ROS inducer: -4

What do the screens show for `Cc1ccc(S(=O)(=O)Nc2ccc3c(c2)C(=O)N([C@@H](C)CO)C[C@H](C)[C@H](CN(C)C(=O)Nc2ccc4c(c2)OCO4)O3)cc1`?
ROS inducer: -11

Results for C[C@@H]1CN([C@H](C)CO)C(=O)Cc2cc(NC(=O)CCN3CCOCC3)ccc2O[C@H]1CN(C)Cc1ccc(Oc2ccccc2)cc1 ?
ROS inducer: 6

What do the screens show for `C[C@H](CO)N1C[C@H](C)[C@H](CN(C)S(=O)(=O)c2cccs2)Oc2ncc(C#Cc3cccc(F)c3)cc2C1=O`?
ROS inducer: 24

Not a retest: 6 of the compounds above.
What do the screens show for `CS(=O)(=O)N(CC(=O)Nc1cccc([N+](=O)[O-])c1)c1cccc(F)c1`?
ROS inducer: 2

What do the screens show for `C[C@H]1CN([C@@H](C)CO)C(=O)Cc2cc(NS(C)(=O)=O)ccc2O[C@H]1CN(C)Cc1ccc(Cl)c(Cl)c1`?
ROS inducer: 2

Results for CC(C)(C)C(=O)Nc1ccccc1C(=O)N1CCN(Cc2ccccc2)CC1 ?
ROS inducer: 13

What do the screens show for `C[C@H](CO)N1C[C@H](C)[C@@H](CN(C)Cc2ccc3c(c2)OCCN3C)OCc2cn(nn2)CCCC1=O`?
ROS inducer: -7

Results for COc1cccc(CNC(=O)CCn2nc(-c3ccccc3)ccc2=O)c1 ?
ROS inducer: -6

Results for COc1ccc(-c2cnc3c(c2)C(=O)N([C@H](C)CO)C[C@H](C)[C@H](CN(C)C)O3)cc1 ?
ROS inducer: 7

Back to the main list; the three compounds before the break are reprinted first.
What do the screens show for `Cc1ccc(S(=O)(=O)Nc2ccc3c(c2)C(=O)N([C@@H](C)CO)C[C@H](C)[C@H](CN(C)C(=O)Nc2ccc4c(c2)OCO4)O3)cc1`?
ROS inducer: -11

Results for C[C@@H]1CN([C@H](C)CO)C(=O)Cc2cc(NC(=O)CCN3CCOCC3)ccc2O[C@H]1CN(C)Cc1ccc(Oc2ccccc2)cc1 ?
ROS inducer: 6

What do the screens show for `C[C@H](CO)N1C[C@H](C)[C@H](CN(C)S(=O)(=O)c2cccs2)Oc2ncc(C#Cc3cccc(F)c3)cc2C1=O`?
ROS inducer: 24

Results for C[C@H]1CN([C@@H](C)CO)C(=O)Cc2cc(NS(=O)(=O)c3cn(C)cn3)ccc2O[C@@H]1CN(C)C(=O)Nc1ccc(F)cc1 ?
ROS inducer: 24

Results for COc1cc(/C=c2\sc3nc4cc(C)c(C)cc4n3c2=O)c(Br)cc1OCC(=O)O ?
ROS inducer: 38

Results for Cc1cccc(-n2c(SCC(=O)N3CCOCC3)nnc2-c2ccccc2)c1 ?
ROS inducer: -6

How did Cc1cc(=O)oc2c(O)c(O)ccc12 do in these assays?
ROS inducer: 4

What do the screens show for `Cc1cc(C)c(C)c(C(=O)COC(=O)c2cc(=O)[nH]c3ccccc23)c1C`?
ROS inducer: -21

What do the screens show for `C[C@H]1CN([C@@H](C)CO)C(=O)c2cc(NC(=O)CCCN(C)C)ccc2O[C@@H]1CN(C)Cc1ccc(Oc2ccccc2)cc1`?
ROS inducer: 17

Results for C[C@@H]1CN([C@H](C)CO)C(=O)c2cccc(NC(=O)C3CCCCC3)c2O[C@@H]1CN(C)C(=O)Nc1ccc(F)cc1 ?
ROS inducer: 2

Results for COc1ccc(S(=O)(=O)Nc2cccc3c2O[C@H](CN(C)C(=O)Nc2ccc(C(F)(F)F)cc2)[C@H](C)CN([C@H](C)CO)C3=O)cc1 ?
ROS inducer: 7

How did CC(C)NC(=O)N(C)C[C@@H]1Oc2c(NS(=O)(=O)c3ccc(Cl)cc3)cccc2C(=O)N([C@@H](C)CO)C[C@H]1C do in these assays?
ROS inducer: 7

How did CCOC(=O)c1cnc2cc(C(F)(F)F)ccc2c1N1CCCCCC1 do in these assays?
ROS inducer: 40

How did COC(=O)CCCCCCC(=O)Nc1ccc(C2OC(CSc3nc4ccccc4s3)CC(c3ccccc3)O2)cc1 (stereo unspecified) do in these assays?
ROS inducer: 16

How did CCn1c(SCC(=O)Nc2sc3c(c2C#N)CCC(C(C)(C)C)C3)nnc1-c1cccc(C)c1 (stereo unspecified) do in these assays?
ROS inducer: -17

Results for C[C@H]1CN([C@@H](C)CO)C(=O)c2cccc(NC(=O)c3ccncc3)c2O[C@H]1CN(C)CC1CC1 ?
ROS inducer: -7

How did CC(C)c1ccc2oc(-c3ccc(Cl)c(NC(=O)COc4ccc([N+](=O)[O-])cc4)c3)nc2c1 do in these assays?
ROS inducer: -3

What do the screens show for `O=C(N/N=C/c1ccc(CO)o1)c1ccccn1`?
ROS inducer: -19

How did COc1ccc(S(=O)(=O)N(C)C[C@H]2Oc3c(NS(=O)(=O)c4c(C)noc4C)cccc3C(=O)N([C@@H](C)CO)C[C@H]2C)cc1 do in these assays?
ROS inducer: -12

Results for C[C@@H]1CN([C@@H](C)CO)C(=O)c2cccc(NC(=O)c3nc4ccccc4s3)c2O[C@@H]1CN(C)C(=O)Nc1ccc2c(c1)OCO2 ?
ROS inducer: 19

Results for C[C@H]1CN([C@@H](C)CO)C(=O)c2cccc(NC(=O)NC3CCCCC3)c2O[C@H]1CN(C)Cc1ccc(C(=O)Nc2ccccc2N)cc1 ?
ROS inducer: -13

How did Cc1ccc(S(=O)(=O)Nc2ccc3c(c2)C(=O)N([C@H](C)CO)C[C@H](C)[C@H](CN(C)C(=O)CCCN(C)C)OCCCC[C@@H](C)O3)cc1 do in these assays?
ROS inducer: 4

How did Cc1cccc(NC(=O)C(=O)NCCCO)c1 do in these assays?
ROS inducer: -5

What do the screens show for `C[C@@H]1CN([C@H](C)CO)C(=O)Cc2cc(NC(=O)Cn3cnnn3)ccc2O[C@H]1CN(C)Cc1ccc(Cl)c(Cl)c1`?
ROS inducer: -2

What do the screens show for `C[C@@H]1CN([C@@H](C)CO)C(=O)c2cccc(NS(C)(=O)=O)c2O[C@@H]1CN(C)Cc1ccc2c(c1)OCO2`?
ROS inducer: -7

What do the screens show for `CS(=O)(=O)N(CC(=O)Nc1ccc(Br)c(Cl)c1)c1cccc([N+](=O)[O-])c1`?
ROS inducer: -4

How did O=C(O)c1ccc(NC(CC(=O)c2ccc(Cl)cc2)c2ccccc2)cc1 (stereo unspecified) do in these assays?
ROS inducer: 59

Results for C=C1C(=O)O[C@H]2C3=C(C)CCC[C@]3(C)C(=O)C[C@@H]12 ?
ROS inducer: 84*

What do the screens show for `Cc1ccc(N(C(C)C(=O)Nc2c(C)cccc2C)S(C)(=O)=O)cc1` (stereo unspecified)?
ROS inducer: 18

What do the screens show for `CNC[C@@H]1OCCCC[C@@H](C)Oc2ccc(NS(=O)(=O)c3ccc(OC)cc3)cc2C(=O)N([C@H](C)CO)C[C@@H]1C`?
ROS inducer: 8

Results for Cc1noc(C)c1S(=O)(=O)Nc1ccc2c(c1)CC(=O)N([C@@H](C)CO)C[C@H](C)[C@H](CN(C)Cc1ccncc1)O2 ?
ROS inducer: -8

How did C[C@H]1CN([C@@H](C)CO)C(=O)c2cc(NS(=O)(=O)c3ccccc3)ccc2O[C@@H]1CN(C)C(=O)Nc1ccc(C(F)(F)F)cc1 do in these assays?
ROS inducer: 3

How did Cc1ccc(S(=O)(=O)Nc2ccc3c(c2)C(=O)N([C@H](C)CO)C[C@@H](C)[C@H](CN(C)C(=O)Nc2ccccc2)O3)cc1 do in these assays?
ROS inducer: 5

How did CN1CCCN(C(c2ccccc2)c2ccc(Cl)cc2)CC1 (stereo unspecified) do in these assays?
ROS inducer: 6

How did Cc1ccc(NC(=O)COc2ccc3cc(-c4ccc(Cl)cc4)c(=O)oc3c2)cc1 do in these assays?
ROS inducer: -1

Results for Cc1ccc(-c2cc(C(F)(F)F)n3nc(C(=O)NCc4cc(C)n(C)n4)cc3n2)cc1C ?
ROS inducer: 0

How did C[C@@H]1CN([C@@H](C)CO)C(=O)Cc2cc(NS(=O)(=O)c3cn(C)cn3)ccc2O[C@@H]1CN(C)C do in these assays?
ROS inducer: 1

Results for CN(C)CCNc1nc2c(c(=O)n(C)c(=O)n2C)n1Cc1c(F)cccc1Cl ?
ROS inducer: 5

How did CCCN(C)C[C@@H]1OCCCC[C@@H](C)Oc2ccc(NS(=O)(=O)c3ccccc3)cc2C(=O)N([C@H](C)CO)C[C@@H]1C do in these assays?
ROS inducer: -1

Results for C[C@@H]1CN([C@H](C)CO)C(=O)c2cccc(NC(=O)c3cnccn3)c2O[C@@H]1CN(C)C(=O)Nc1ccc(C(F)(F)F)cc1 ?
ROS inducer: -2

What do the screens show for `Cc1ccc(S(=O)(=O)Nc2ccc3c(c2)CC(=O)N([C@@H](C)CO)C[C@@H](C)[C@@H](CN(C)S(C)(=O)=O)O3)cc1`?
ROS inducer: 43

How did Cc1ccc(S(=O)(=O)Nc2ccc3c(c2)C(=O)N([C@H](C)CO)C[C@H](C)[C@H](CN(C)Cc2ccc(Cl)c(Cl)c2)O3)cc1 do in these assays?
ROS inducer: 11

Results for COc1ccccc1-c1cc(C(F)(F)F)nc(S(=O)(=O)CCCC(=O)N2CCOCC2)n1 ?
ROS inducer: 90*

What do the screens show for `COc1ccc(NC(=O)c2ccccc2OCC(=O)Nc2ccccc2C(F)(F)F)c(C)c1`?
ROS inducer: -4

How did C[C@H]1CN([C@@H](C)CO)C(=O)c2cc(N(C)C)ccc2O[C@H]1CN(C)S(=O)(=O)c1ccccc1 do in these assays?
ROS inducer: 0

Results for C[C@@H]1CN([C@H](C)CO)C(=O)c2cc(NC(=O)Cc3ccccc3)ccc2O[C@H]1CN(C)C(=O)Nc1cccc2ccccc12 ?
ROS inducer: 5

Results for COC(=O)c1c(NC(=O)CC2Sc3ccccc3NC2=O)sc(C)c1C (stereo unspecified) ?
ROS inducer: -5

Results for COc1ccc(Cl)c(Cn2c(NCC3CCCO3)nc3c2c(=O)n(C)c(=O)n3C)c1 (stereo unspecified) ?
ROS inducer: 8

How did O=C1C(=O)C(C2CCC(c3ccc(Cl)cc3)CC2)C(=O)c2ccccc21 (stereo unspecified) do in these assays?
ROS inducer: -4&-8

How did C[C@H](CO)N1C[C@H](C)[C@H](CN(C)Cc2ccc(-c3ccccc3)cc2)Oc2ccc(NS(=O)(=O)c3ccccc3)cc2C1=O do in these assays?
ROS inducer: 25

How did COc1ccc(NC(=O)Nc2ccc3c(c2)C(=O)N([C@H](C)CO)C[C@H](C)[C@@H](CN(C)Cc2ccc4c(c2)OCO4)OCCCC[C@@H](C)O3)cc1 do in these assays?
ROS inducer: 15

Results for CC(C)NC(=O)N(C)C[C@H]1Oc2c(NC(=O)c3cnccn3)cccc2C(=O)N([C@H](C)CO)C[C@@H]1C ?
ROS inducer: -6

What do the screens show for `COc1ccc(NC(=O)Nc2ccc3c(c2)CC(=O)N([C@@H](C)CO)C[C@H](C)[C@@H](CN(C)CC2CCCCC2)O3)cc1`?
ROS inducer: 25

What do the screens show for `C[C@H]1CN([C@@H](C)CO)C(=O)CCCn2nncc2CO[C@@H]1CN(C)C(=O)c1ccc(N2CCN(C)CC2)cc1`?
ROS inducer: 10

What do the screens show for `C[C@H]1CN([C@@H](C)CO)C(=O)c2cccc(NC(=O)Nc3ccc(F)cc3)c2O[C@@H]1CN(C)C(=O)Nc1ccccc1`?
ROS inducer: -7

Results for COc1ccc(NC(=O)Nc2cccc3c2O[C@H](CN(C)C(=O)Nc2c(C)noc2C)[C@H](C)CN([C@H](C)CO)C3=O)cc1 ?
ROS inducer: 2

What do the screens show for `CCOC(=O)C1C(=O)C=C(c2cccs2)CC1c1ccc(C)cc1` (stereo unspecified)?
ROS inducer: 10

Results for O=S(=O)(c1ccc(Cl)cc1)N1CCN(C(=S)NCc2ccco2)CC1 ?
ROS inducer: -9

Results for CNC[C@H]1Oc2ccc(NC(=O)C3CCCCC3)cc2C(=O)N([C@@H](C)CO)C[C@@H]1C ?
ROS inducer: 5

What do the screens show for `CNC[C@H]1Oc2ccc(NC(=O)Nc3ccc(F)cc3)cc2C(=O)N([C@H](C)CO)C[C@@H]1C`?
ROS inducer: -15
